Compound activity as filed in PubChem BioAssay.
PPARg SRC-3 ag = PPARgamma agonists recruiting SRC-3 coactivator, primary screen, biochemical; activation, % at 8 µM; biochemical PPARgamma/SRC-3 coactivator recruitment assay; Peroxisome proliferator-activated receptor gamma (Homo sapiens), P37231; actives 0.26% (n = 200,000); AID 731, 2007; in the data active means activation above about 23%;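 further: 0% = DMSO and 100% = reference agonist; some compounds past the cut are filed as inactive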
Target sequence (P37231 whole entry, looked up): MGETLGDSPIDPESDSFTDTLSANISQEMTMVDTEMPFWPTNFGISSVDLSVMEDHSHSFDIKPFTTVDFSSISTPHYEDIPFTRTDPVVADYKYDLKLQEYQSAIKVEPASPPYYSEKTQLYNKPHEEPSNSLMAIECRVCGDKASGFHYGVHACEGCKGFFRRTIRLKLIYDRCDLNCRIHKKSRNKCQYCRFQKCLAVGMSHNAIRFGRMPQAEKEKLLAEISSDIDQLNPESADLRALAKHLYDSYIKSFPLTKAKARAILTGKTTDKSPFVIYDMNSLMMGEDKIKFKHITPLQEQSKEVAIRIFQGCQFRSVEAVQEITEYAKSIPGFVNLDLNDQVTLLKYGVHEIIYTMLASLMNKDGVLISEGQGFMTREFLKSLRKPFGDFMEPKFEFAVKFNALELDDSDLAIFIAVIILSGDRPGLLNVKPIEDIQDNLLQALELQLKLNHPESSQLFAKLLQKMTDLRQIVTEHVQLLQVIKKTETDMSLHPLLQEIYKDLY
Lmaj promast = Leishmania major promastigote growth inhibition, primary screen; inhibition, % at 10 µM; AID 1063, 2008; actives 9% (n = 200,000); Leishmania major promastigotes, resazurin fluorescence viability; in the data active means inhibition above about 50%;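 further: promastigotes grown with compound for 44 hours at 28 °C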
PPARg SRC-2 ag = agonists of PPARg-SRC-2 recruitment, primary screen, biochemical, HTS. Peroxisome proliferator-activated receptor gamma (Homo sapiens), P37231. activation, % at 8 µM. AID 1032, 2008. actives 0.34% (n = 200,000). PPARgamma LBD-SRC-2 recruitment; in the data active means activation above about 22%;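 further: 0% = vehicle and 100% = reference agonist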
bIAP act = bovine intestinal alkaline phosphatase activators, primary screen, biochemical, bovine IAP, CDP-star luminescence. actives 0.17% (n = 200,000). alkaline phosphatase, intestinal [Bos taurus]. purified bovine IAP, 30 min; stronger effect = higher value; fold of DMSO-control signal, blank-subtracted. AID 1016, 2008. activation factor at 20 µM;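 active means activation factor of 2 or more at 20 µM, a signal rise over negative controls twice the positive control's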
S1P3 antag = S1P3 receptor antagonists, primary screen, cell-based; Sphingosine 1-phosphate receptor 3 (Homo sapiens), Q99500; CHO S1P3 NFAT-BLA reporter, FRET fluorescence, antagonist mode; inhibition, % at 4.98 µM; actives 0.27% (n = 170,000);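 active means inhibition above the plate cutoff, the mean inhibition of test wells on that plate plus 3 SD, cut at about 28% in these data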;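 further: cells challenged with S1P at its EC80 of 0.8 µM; blue over green emission ratio from cleaved BLA substrate after 4 h stimulation; 0% = S1P-stimulated wells and 100% = unstimulated DMSO-only wells; some compounds past the cut are filed as inactive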
Target sequence (Q99500 whole entry, looked up): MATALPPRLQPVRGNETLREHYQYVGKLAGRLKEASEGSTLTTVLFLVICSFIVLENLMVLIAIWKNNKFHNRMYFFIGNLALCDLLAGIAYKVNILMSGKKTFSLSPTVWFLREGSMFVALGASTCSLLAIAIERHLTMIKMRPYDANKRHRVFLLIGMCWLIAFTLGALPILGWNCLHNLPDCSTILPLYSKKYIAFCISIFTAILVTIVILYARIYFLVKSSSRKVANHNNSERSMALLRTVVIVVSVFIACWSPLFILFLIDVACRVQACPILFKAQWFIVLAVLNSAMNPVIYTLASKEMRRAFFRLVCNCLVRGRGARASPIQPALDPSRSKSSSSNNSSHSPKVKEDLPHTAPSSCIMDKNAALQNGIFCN
Redox H2O2 prof = compounds producing H2O2 with reducing agent – biochemical, NIH compound library profiling, artefact control for MLSCN library redox annotation, primary screen; DTT-dependent redox cycling H2O2, phenol red/HRP absorbance; 100% = 100 µM peroxide control, 0% = buffer; actives 0.03% (n = 200,000); activation, % at 10 µM;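 active means activation of at least 50% relative to the plate's high and low controls in the primary single-dose screen; inactive means activation below 50%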;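 further: compound incubated with DTT at 0.8 mM final as the reducing agent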
bIAP inh = bovine intestinal alkaline phosphatase inhibitors, primary screen, selectivity assay for TNAP inhibitor project, biochemical, bovine IAP, CDP-star luminescence. alkaline phosphatase, intestinal [Bos taurus]. purified bovine IAP, 30 min. inhibition, % at 20 µM. 190,000 tested, under 10 active. AID 1019, 2008;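 active means over 50% inhibition of intestinal alkaline phosphatase at 20 µM in the single-dose screen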
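Assay system – bovine IAP enzyme · Quantity – bovine IAP at 1/65,000,000 final dilution · Detection – CDP-star luminescence signal · Times – 30 min reaction at room temperature · Also added – CDP-star substrate at 30 µM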
TLR4 MyD88 comp = inhibitors of TLR4-MyD88 association in cells, primary screen, cell-based, HeLa CL3-4, BLA complementation, FRET ratio; Toll-like receptor 4 (Homo sapiens) + Myeloid differentiation primary response protein …; HeLa CL3-4 TLR4/MyD88 BLA complementation; inhibition, % at 8.4 µM; actives 0.18% (n = 200,000); AID 861, 2007; in the data active means inhibition above about 25%;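 further: 0% = vehicle and 100% = reference inhibitor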
PPARg SRC-1 ag = PPARgamma agonists recruiting SRC-1 coactivator, primary screen, biochemical | Peroxisome proliferator-activated receptor gamma (Homo sapiens), P37231 | PPARgamma-SRC-1 coactivator recruitment biochemical assay | activation, % at 8 µM | actives 0.41% (n = 200,000) | AID 631, 2007; in the data active means activation above about 19%;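 further: 0% = DMSO and 100% = reference agonist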
ROMK primary = ROMK potassium channel modulators, primary screen, cell-based, thallium flux, MLSMR library. B-score at 10 µM. actives 2% (n = 130,000). AID 1918, 2009. ATP-sensitive inward rectifier potassium channel 1 (Homo sapiens), P48048. Tet-inducible ROMK, thallium flux fluorescence; actives lie on both sides;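 active means signal ratio slope over the read window, or its plate-corrected B-score, at least 3 SD from the plate mean, either direction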;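 further: B-score of the F/F0 ratio slope over 7 to 12 s after thallium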
TR-FRET SRC-2 ct = TR-FRET signal artefacts, primary screen, artefact control for PPARgamma SRC-2 agonist project, biochemical. actives 0.4% (n = 200,000). TR-FRET artefact counter-screen; stronger effect = higher value. TR-FRET ratio at 8 µM; in the data active means TR-FRET ratio above about 2000; further: inactives centre near 1500
* = called active by the depositor; x = not tested or not shown.

SMILES | PPARg SRC-3 ag | Lmaj promast | PPARg SRC-2 ag | bIAP act | S1P3 antag | Redox H2O2 prof | bIAP inh | TLR4 MyD88 comp | PPARg SRC-1 ag | ROMK primary | TR-FRET SRC-2 ct
CCNC(=O)COc1ccc(OCc2ccccc2)cc1 | -2 | 3 | -7 | 0.9 | -15 | -0.8 | 5 | -12 | -11 | -1.5 | 1590
Cc1c(Cl)cccc1NC(=O)CCC(=O)N/N=C/c1ccc[nH]1 | 3 | -9 | 10 | 0.9 | -1 | 0.2 | 5 | -17 | 10 | x | 1572
COc1cccc(-n2c(Cc3cc(=O)[nH]c(=O)[nH]3)nnc2SCC(=O)Nc2ccccc2)c1 | 2 | -6 | -2 | 1 | 24 | -1.1 | -4 | -2 | 4 | x | 1751
O=C(CCNS(=O)(=O)c1ccccc1F)NCc1ccc2c(c1)OCO2 | 8 | -3 | -4 | 0.9 | -19 | 0.3 | 14 | -3 | -8 | 0.025 | 1540
COc1ccc(-c2noc(CN3CCCCC3c3nccn3C)n2)cc1 (stereo not given) | 5 | 2 | -3 | 1 | 14 | 0.5 | -4 | 13 | 2 | 0.012 | 1630
O=C(NCCN1CCOCC1)c1cnn2c(-c3ccccc3)cc(-c3ccccc3)nc12 | -2 | 99* | 5 | 1 | x | 3.0 | -5 | -9 | -2 | x | 1605
CN(C)c1ccc(Nc2nc(N)c([N+](=O)[O-])c(N3CCOCC3)n2)cc1 | 12 | 12 | 16 | 1 | -14 | -0.2 | 5 | -8 | 10 | -0.07 | 1472
Cc1csc(NC(=O)CCc2c(C)nc3cc(-c4ccc(Cl)cc4)nn3c2C)n1 | 0 | 6 | 7 | 1.2 | -21 | -0.4 | -19 | 8 | 4 | -0.83 | 1705
O=C(NCCN1CCOCC1)c1ccc(=O)oc1 | -5 | 0 | 3 | 1 | x | 2.3 | 4 | 13 | -10 | 1.2 | 1581
O=C(CN1CCCCC1)Nc1cc(Cl)ccc1Oc1ccccc1 | -2 | 11 | -5 | 0.7 | 22 | -1.5 | 30 | -3 | 0 | 0.81 | 1731
O=C(Cc1ccc(-n2c(=O)c3sccc3n(CC(=O)Nc3ccccc3)c2=O)cc1)NCc1ccco1 | 0 | -7 | 7 | 1.1 | -11 | 0.0 | -7 | 9 | 0 | x | 1559
NC(=S)N/N=C/c1ccc([N+](=O)[O-])cc1 | 5 | -3 | 15 | 0.9 | -11 | -0.8 | 9 | -18 | 14 | 0.17 | 1769
Cc1cc(C(=O)CSc2nc(N)cc(N)n2)c(C)n1-c1cccc(F)c1 | 4 | 77* | 8 | 1 | -5 | -0.1 | -1 | -8 | 9 | -0.3 | 1540
CC(=O)Nc1ccccc1OCC(=O)NC(C)c1ccccc1 (stereo not given) | -3 | 4 | 2 | 1 | -14 | -0.3 | 2 | 0 | -9 | -0.39 | 1592
O=C(c1ccc(NC2=NC3CS(=O)(=O)CC3S2)cc1)N1CCc2ccccc2C1 (stereo not given) | 1 | -8 | 7 | 0.9 | 6 | -3.2 | 13 | 7 | 10 | x | 1659

Next part, overlapping the part above by 2 compounds.
SMILES | PPARg SRC-3 ag | Lmaj promast | PPARg SRC-2 ag | bIAP act | S1P3 antag | Redox H2O2 prof | bIAP inh | TLR4 MyD88 comp | PPARg SRC-1 ag | ROMK primary | TR-FRET SRC-2 ct
CC(=O)Nc1ccccc1OCC(=O)NC(C)c1ccccc1 (stereo not given) | -3 | 4 | 2 | 1 | -14 | -0.3 | 2 | 0 | -9 | -0.39 | 1592
O=C(c1ccc(NC2=NC3CS(=O)(=O)CC3S2)cc1)N1CCc2ccccc2C1 (stereo not given) | 1 | -8 | 7 | 0.9 | 6 | -3.2 | 13 | 7 | 10 | x | 1659
COc1ccc(-c2nc(NC(=O)CSc3nnc4ccccn34)ns2)cc1 | 9 | -4 | 3 | 0.9 | x | -0.6 | 12 | 3 | 7 | x | 1594
CCC(=O)c1ccc(OCC(O)CN2CCN(S(=O)(=O)N3CCCCC3)CC2)cc1 (stereo not given) | 2 | -2 | 11 | 1 | 4 | -1.0 | 3 | -4 | 3 | x | 1458
CCOc1ccc(Nc2oc(-c3cccs3)nc2C#N)cc1 | 6 | -3 | 10 | 0.8 | 18 | -0.7 | 20 | -6 | 9 | x | 1732
O=C(NC1CCCCC1)C(c1ccco1)N(C(=O)C(F)(F)F)C1CC1 (stereo not given) | 8 | 2 | 12 | 1 | x | 0.1 | 4 | 3 | 2 | 0.88 | 1730
CCCC(=O)N1CCN(Cc2ccc3c(c2)OCO3)CC1 | 5 | -9 | 10 | 0.9 | 3 | -0.5 | 10 | 9 | 5 | 0.45 | 1456
O=C1CCCc2nc(N3CCc4ccccc43)ncc21 | 1 | 1 | 7 | 0.9 | 11 | 0.1 | 12 | -12 | -5 | x | 1655
CCOC(=O)c1nc(-c2ccc3c(c2)OCO3)[nH]c1C | 2 | -2 | 1 | 1 | -16 | -0.3 | 2 | 4 | 1 | x | 1609
Cc1ccc(CNC(=O)C(Cc2ccccc2)NS(=O)(=O)c2cccs2)cc1 (stereo not given) | -2 | 59* | 4 | 0.6 | x | 0.2 | 37 | -12 | -3 | -1.9 | 1499
Cc1ccc2nc(SCC(=O)N(CC(C)C)c3c(N)n(CC(C)C)c(=O)[nH]c3=O)[nH]c2c1 | 9 | -3 | 5 | 1.3 | x | 0.0 | -26 | -2 | 6 | x | 1670
COc1ccc(N(CC(=O)Nc2ccc(OC)c(Cl)c2)S(=O)(=O)c2c(C)noc2C)cc1 | 12 | 27 | -7 | 0.9 | -54 | -1.7 | 7 | 1 | 5 | x | 1496
Cc1cccc(CCNC(=O)C2CCN(S(=O)(=O)c3ccccc3)CC2)c1 | -1 | 12 | -7 | 1.1 | -14 | -0.3 | -6 | 2 | 1 | -0.34 | 1304
CCc1cc2c(N[C@@H](C)C(=O)O)ncnc2s1 | -16 | -6 | -5 | 1 | 12 | 2.6 | -4 | 4 | -7 | x | 1461
O=C(CN1C(=O)c2ccccc2C1=O)NCC(=O)OCC(=O)c1ccc(Br)cc1 | 1 | -7 | 11 | 1 | x | -3.3 | -2 | 4 | 1 | -0.0026 | 1450
N#C/C(=C\c1ccccc1[N+](=O)[O-])c1nc(C2CC2)cs1 | -1 | 7 | 4 | 0.9 | 15 | 0.6 | 7 | -6 | 2 | -0.95 | 1534
CCCCOc1ccc2ccccc2c1C=O | 12 | 0 | 4 | 0.8 | x | 1.9 | 19 | -13 | 3 | x | 1690
Cc1ccc(OCCSc2nc(NC(C)C)nc(NC(C)C)n2)cc1 | 4 | 34 | -4 | 1 | -15 | -0.5 | -2 | -12 | 6 | 0.16 | 1717
COc1ccccc1C1/C(=C(/O)c2ccc(OC(C)C)cc2)C(=O)C(=O)N1c1cc(C)on1 (stereo not given) | 17 | -8 | 15 | 1 | x | -1.2 | 5 | 3 | 16 | -2.9 | 1928
O=C(COC(=O)C12CC3CC(CC(O)(C3)C1)C2)Nc1ccccc1OC(F)F | 8 | 3 | 3 | 1.1 | -24 | 1.9 | -5 | 15 | 0 | x | 1450
O=S(=O)(Nc1nc2ccccc2nc1Cl)c1ccc(Cl)cc1 | 5 | -4 | 10 | 0.9 | -10 | 0.3 | 6 | -3 | -1 | -1.3 | 1682
C#CCOC(=O)c1csc2nnsc12 | 3 | 2 | -1 | 1.4 | x | -1.5 | -42 | 6 | -8 | 0.92 | 1260
CC1=C(C(N)=O)C(c2ccccc2F)NC(=O)N1 (stereo not given) | -9 | -3 | -3 | 1 | x | -1.4 | 1 | 6 | -1 | -0.14 | 1339
CCCn1nc2cc(C(=O)NCc3ccc(C)cc3)ccc2c1OC | -3 | 1 | -3 | 1 | x | -3.8 | 1 | 19 | -4 | x | 1329
O=C(NNS(=O)(=O)c1ccc2ccccc2c1)c1cccnc1 | -1 | -2 | -6 | 0.9 | -9 | 0.0 | 5 | -7 | -4 | -0.03 | 1454
C=CCn1c(-c2ccc(=O)n(Cc3ccccc3)c2)n[nH]c1=S | 0 | 3 | -2 | 1 | -6 | -0.5 | -1 | 14 | 5 | 2 | 1637
O=C(Nc1nc2nc(-c3ccccc3)cc(=O)n2[nH]1)c1ccccc1 | 8 | -8 | 12 | 0.8 | x | 0.1 | 21 | -8 | 1 | 0.95 | 1675
Cc1csc(NC(=O)c2cccs2)n1 | 10 | 5 | 3 | 1 | 11 | 1.6 | 5 | 22 | 0 | x | 1609
Cc1ccc(C)c2c3c([nH]c12)-c1nonc1CC3 | -5 | -4 | 4 | 0.6 | x | 0.6 | 38 | 3 | 5 | -2.4 | 1473
COCCCNC(=O)Cn1ncc2ccsc2c1=O | -4 | -5 | -2 | 1 | -11 | -2.1 | 4 | -5 | 3 | x | 1511
Cc1sc(NC(=S)NC(=O)c2ccco2)c(C(N)=O)c1C | -2 | -4 | -8 | 1 | -6 | -0.7 | -1 | -3 | 10 | 1 | 1576
O=C(O)Cc1csc(-c2ccccc2)n1 | 2 | -9 | 0 | 1 | -5 | -0.3 | -3 | 6 | 0 | 0.19 | 1618
CCS(=O)(=O)N1Cc2ccccc2CC1C(=O)Nc1ncc(C)s1 (stereo not given) | 7 | -1 | 6 | 1.1 | 0 | -2.7 | -7 | 0 | 9 | -0.59 | 1679
CC(=O)Nc1ccc(C(=O)NC(CC(=O)O)c2ccc(Cl)cc2)cc1 (stereo not given) | -1 | 0 | 6 | 1 | x | 0.3 | -5 | 3 | 0 | 0.86 | 1618
Cc1ncc(CO)c(/C=N/NC(=S)Nc2ccc(Cl)c(Cl)c2)c1O | -2 | 73* | 0 | 1.2 | -3 | 0.2 | -16 | 2 | 2 | -0.57 | 1692
[2H]c1c([2H])c([2H])c(-c2nc(N3CCCCCC3)sc2C(=O)c2ccccc2)c([2H])c1[2H] | 3 | 12 | 2 | 0.9 | x | -7.6 | 15 | 6 | 8 | x | 1704
CCOc1cccc2c1OC(c1cc(OC)c(OC)c(OC)c1)N1N=C(c3ccc(C)o3)CC21 (stereo not given) | 5 | 10 | 5 | 0.8 | -27 | -0.1 | 16 | -22 | 2 | x | 1591
Cc1ccc2c(c1)nnn2C1CCN(S(=O)(=O)c2ccc(C(=O)NC3CCCC3)cc2)CC1 | -4 | 20 | 3 | 0.9 | -13 | 0.5 | 9 | -8 | -4 | -0.12 | 1489
CSc1nc(N)nc(SCC(=O)c2ccccc2)c1C#N | 7 | -4 | 12 | 1 | 14 | -0.2 | 4 | 2 | 8 | x | 1500
Cc1ccc(NC(=O)CCn2nc(C)cc2C)c(C)c1 | -1 | -2 | 4 | 1 | -35 | -1.2 | 4 | 7 | 3 | 1 | 1559
